# Bioassay records from PubChem.
# NCI-60 one-dose screen, 48 h, at 10 µM unless noted. Numbers give growth in % (100 = growth as untreated, 0 = no growth, -100 = all killed).
# NCI-H460 = NCI-H460 lung cancer | AID 1794736 | actives 6.8% (n = 82,000)
# COLO 205 = COLO 205 colon cancer; actives 7.3% (n = 79,000)
# HCT-116 = HCT-116 colon cancer. actives 7.3% (n = 82,000)
# NCI-H522 = NCI-H522 lung cancer; actives 8% (n = 78,000); AID 1794739
# NCI-H322M = NCI-H322M lung cancer; actives 2.7% (n = 80,000)
# NCI-H226 = NCI-H226 lung cancer. actives 3.5% (n = 79,000). AID 1794732
# NCI-H23 = NCI-H23 lung cancer; actives 4% (n = 80,000)
# HCT-15 = HCT-15 colon cancer; AID 1794746; actives 5.2% (n = 82,000)
# NCI/ADR-RES = NCI/ADR-RES ovarian cells. actives 4.4% (n = 81,000). AID 1794790
# * hit, by the source's call; . = not tested or not shown; & = joins results of further samples; [ ] = remark or other dose. How the source made its calls: active means growth percent below 10; inactive means the rest.
SMILES,NCI-H460,COLO 205,HCT-116,NCI-H522,NCI-H322M,NCI-H226,NCI-H23,HCT-15,NCI/ADR-RES
CCN1[C@@H]2CC[C@H]1/C(=C\c1ccc(C)cc1)C(=O)/C2=C/c1ccc(C)cc1,86,96,68,79,92,93,78,79,89
CS(=O)(=O)Nc1nc2ccccc2c(=O)o1,112[100 µM],119[100 µM],105[100 µM],109[100 µM],106[100 µM],91[100 µM],107[100 µM],107[100 µM],108[100 µM]
Cc1cc(N=Nc2c(O)ccc3ccccc23)n[nH]1,96,99,96,84,89,91,81,91,88
CC(C)(C)C(=O)C(O)C(C)(C)C (stereo not given),113,106,103,72,110,104,97,111,104
Fc1cccc(Cl)c1Cn1c(-c2cncs2)nc2ccccc21,63,115,84,69,113,80,84,88,83
COc1ccc(NC(=O)CSc2nnc(-c3cc(-c4ccc(OC)cc4)nc4ccccc34)n2-c2ccccc2)cc1,104,106,105,94,.,95,106,108,105
COc1c2c(c(CN3CCOCC3)c3occc13)O/C(=C/c1ccccc1)C2=O,106,115,78,76,105,92,96,92,99
C=C(C)[C@@H]1CC[C@]2(C(=O)OC)CC[C@]3(C)[C@H](CC[C@@H]4[C@@]5(C)C/C(=C/c6ccc(Br)cc6)C(=O)C(C)(C)[C@@H]5CC[C@]43C)[C@@H]12,102,129,96,94,107,102,100,100,100
COc1cc(-c2nn(-c3cccc(NC(=O)Nc4ccc(Cl)c(C(F)(F)F)c4)c3)cc2-c2ccncc2)ccc1Cl,1.7*,-92*,5.3*,-14*,32,12,5.7*,9.9*,-0.9*
Cc1ccc(-c2nnc(Cn3ccnc3)o2)cc1,99,.,88,92,93,85,86,96,87
Oc1cc2c3c(c1)c1cc4c(cc1c[n+]3CC2)OCO4,99,87,67,30,70,71,67,96,96
Cc1cc(C)nc(SC2=C(Nc3ccc(O)cc3)C(=O)N(Cc3ccccc3)C2=O)n1,85[40 µM],108[40 µM],95[40 µM],78[40 µM],108[40 µM],90[40 µM],99[40 µM],89[40 µM],69[40 µM]
CC(=O)Nc1nc2ccc(NS(=O)(=O)c3cccc4c(N(C)C)cccc34)cc2[nH]1,68,66,62,43,82,69,70,73,98
CC(C)Cn1cnc2c(SCCc3ccccc3)nc(N)nc21,105,.,92,104,106,102,102,102,101
Cc1cc(C(=O)NNC(C)Cc2ccccc2)no1 (stereo not given),109,103,104,95,101,.,100,106,108
CCOC(=O)C1=C(N)Oc2c(sc3c(F)cccc23)C1c1ccc(O)cc1 (stereo not given),30,79,26,27,68,55,31,24,37
O=C(O)C1C[C@](O)(c2ccc(F)cc2)[C@@H](c2ccc(F)cc2)O1 (stereo not given in full),101,110,100,91,121,122,91,131,97
Cc1cc2ccccc2c[n+]1CC[n+]1cc2ccccc2cc1C,107,103,101,98,118,90,103,105,106
O=C1NC(CCc2nc3ccccc3c(=O)[nH]2)C(=O)Nc2ccccc21 (stereo not given),105,116,101,102,99,89,93,93,102
COC(=Nc1ccccc1)SSC(C)C,117,124,107,133,89,106,114,112,103
COc1cccc(/C=N/NC(=O)COc2cc(=O)n(C)c3ccccc23)c1,112,109,99,94,100,108,103,106,102
CCCCC(CN1CCCCC1)C(=O)c1ccccc1 (stereo not given),103,102,92,91,103,97,93,96,97
CCN1C(=O)N(CC)C2C1NN=c1s/c(=C\c3ccc(C(F)(F)F)cc3)c(=O)n12 (stereo not given),2.8*,-6.6*,9.6*,-10*,45,61,27,9.9*,2.8*
COc1ccc(C2C(C(C)=O)=C(C)NC(C)=C2C(C)=O)cc1,104,109,89,104,99,105,96,104,99

# One compound at a time, from the list above. Screens in order: NCI-H460	COLO 205	HCT-116	NCI-H522	NCI-H322M	NCI-H226	NCI-H23	HCT-15	NCI/ADR-RES
# COC(=Nc1ccccc1)SSC(C)C as listed: 117	124	107	133	89	106	114	112	103
# CCCCC(CN1CCCCC1)C(=O)c1ccccc1 (stereo not given) as listed: 103	102	92	91	103	97	93	96	97
# Cc1cc(C(=O)NNC(C)Cc2ccccc2)no1 (stereo not given) as listed: 109	103	104	95	101	.	100	106	108

# More entries
SMILES,NCI-H460,COLO 205,HCT-116,NCI-H522,NCI-H322M,NCI-H226,NCI-H23,HCT-15,NCI/ADR-RES
Oc1ccc(CSc2nnc(-c3ccc(Cl)cc3)o2)c2cccnc12,5.7*,97,21,32,26,60,28,14,9.8*
O=C(/C=C/Nc1ccc(NS(=O)(=O)c2ncccn2)cc1)c1cc2c(ccc3ccccc32)oc1=O,105,115,96,90,107,100,103,105,108
CC/C(=N/OCc1ccccc1)C(=O)O,106,113,83,83,104,95,101,106,103
O=C(Nc1cccc([N+](=O)[O-])c1)c1ccccc1Cl,104,97,99,82,88,101,104,99,90
Cc1nc(-c2ccccc2)cc2c1C(=O)N(CC(=O)c1ccccc1)C2=O,112,.,105,110,110,.,104,112,114
C[N+]1(CCC[N+]2(C)CCCCCC2)CCCCCC1,105,111,97,93,103,108,106,102,105
CC(=O)N1c2ccc(C)cc2Sc2c1ccc1ccccc21,48,109,90,82,89,101,90,55,97
c1ccc2c([C@@H]3CCCCCC[C@H](c4c[nH]c5ccccc45)c4c3[nH]c3ccccc43)c[nH]c2c1,80,101,82,74,94,84,81,83,101
Cc1cc(C(N)=O)cc(C)c1C(=O)OCCCl,101,111,97,101,97,105,104,111,107
CN1CCN(Cc2ccc3c(NNC(=O)c4ccccc4)nc4cc(F)ccc4n23)CC1,3.9*,20,27,28,28,13,30,34,8.8*
Oc1ccc(OCCOc2ccc(O)cc2)cc1,49,108,56,31,82,92,57,38,24
Nc1nnc(SCC(=O)Nc2ccc3oc(=O)ccc3c2)s1,104,108,90,77,111,93,90,96,97
COC(=O)CN/C(CCCO)=C(/C#N)c1nc2ccccc2c(=O)[nH]1,112,115,115,106,108,101,102,106,105
CCCC(=O)CC(=O)c1ccccc1,106,113,95,78,95,92,96,103,100
CC(=O)C1C(=O)C(=O)N(c2ccc([N+](=O)[O-])cc2)C1=O (stereo not given),102,113,104,104,106,96,93,107,97
COc1ccc(CC(C)=C(c2ccc(OCCN3CCCC3)cc2)c2ccc(OCCN3CCCC3)cc2)cc1,-62*,-61*,-18*,-86*,-76*,-69*,-82*,-85*,-81*
C=CCN1C(=O)CS/C1=N\Nc1cc(=O)[nH]c2ccccc12,100,107,96,91,101,98,97,100,100
OCC(O)C(O)C(O)C(O)C(c1ccc(O)cc1)c1ccc(O)cc1 (stereo not given),110,117,106,98,92,105,103,99,109
CCOc1ccc(C(=O)CCN2CCC3CCC(C3)C2)cc1 (stereo not given),111,110,106,95,.,.,111,104,107
Nc1cccc2c1C(=O)c1c(N)cccc1C2=O,86,94,86,95,100,89,94,83,103
O=C(Nc1cccc(-n2cc(-c3ccncc3)c(-c3cc(O)cc(Cl)c3)n2)c1)Nc1ccc(Cl)c(C(F)(F)F)c1,3.8*,63,7.0*,-16*,45,41,10,5.8*,42
O=C(/C=C/c1coc(-c2ccccc2)n1)c1ccc(F)cc1,95,90,96,53,102,89,96,90,99
Clc1ccc(Cl)c(Cl)c1Cl,109,111,106,104,99,96,102,115,104
Cc1cc(C(=O)NNCc2ccccc2)no1,120,110,112,103,98,95,105,107,112

# Looked up above:
# HCT-15 result of COC(=O)CN/C(CCCO)=C(/C#N)c1nc2ccccc2c(=O)[nH]1 stands at 106
# COLO 205 result of CCOc1ccc(C(=O)CCN2CCC3CCC(C3)C2)cc1 (stereo not given) stands at 110
# NCI-H522 result of OCC(O)C(O)C(O)C(O)C(c1ccc(O)cc1)c1ccc(O)cc1 (stereo not given) stands at 98
# NCI-H522 result of Nc1cccc2c1C(=O)c1c(N)cccc1C2=O stands at 95
# NCI-H226 result of CC(=O)C1C(=O)C(=O)N(c2ccc([N+](=O)[O-])cc2)C1=O (stereo not given) stands at 96

# (continued)
SMILES,NCI-H460,COLO 205,HCT-116,NCI-H522,NCI-H322M,NCI-H226,NCI-H23,HCT-15,NCI/ADR-RES
N#Cc1ccc(/C=N/NC(=O)c2[nH]c3ccc(Br)cc3c2-c2ccccc2)s1,3.1*,-13*,-19*,-23*,46,47,.,9.0*,9.7*
NS(=O)(=O)c1ccc(-n2c(SCC(=O)Nc3ccc(S(=O)(=O)Nc4ccc(Cl)nn4)cc3)nc3ccccc3c2=O)cc1,101,108,100,96,96,94,86,99,89
O=C1S/C(=C/c2ccc(O)cc2)C(=O)N1c1nc(N2CCCC2)nc(N2CCCC2)n1,103,122,95,85,98,109,92,94,101
C(=C\c1ccccc1)/CN1CCOCC1,103,121,85,94,104,100,102,106,107
Clc1ccc(OC2CCO2)cc1Cl (stereo not given),103,104,101,83,98,109,89,98,105
COc1cc(-c2ccc(=O)oc2C#Cc2ccccc2)cc(OC)c1OC,61,79,20,68,98,63,75,63,78
Cc1c(C(C)(C)C)cc(C(C)(C)C)c2c1CN(C)CO2,123,105,104,93,105,111,102,108,99
CCOC(=O)c1cc2c(n1C)-c1[nH]c(=O)c(S(=O)(=O)c3ccccc3)cc1CCC2,105,121,93,89,85,87,92,88,91
S=C(N/N=C/c1cc(Cl)cc(Cl)c1)NC12CC3CC(CC(C3)C1)C2,34,69,69,.,62,80,98,85,77
Nc1c(C(=O)Nc2ccc(Cl)c(Cl)c2)sc2nc3c(cc12)C(=O)CCC3,110,112,101,82,101,101,94,100,103
O=C(N/N=C/c1ccc(Cl)o1)c1[nH]c2ccc(Br)cc2c1-c1ccccc1,-71*,-40*,-56*,-60*,26,-42*,-30*,-34*,-79*
O=C(O)c1cccc(N2C(=O)CCSC2=S)c1,103,112,108,95,102,.,102,101,104
Cn1c(=O)[nH]c(=O)c2nc(CC(O)c3ccco3)c(=O)[nH]c21 (stereo not given),102,110,104,97,99,85,92,106,96
CC(O)c1ccccc1Br (stereo not given),106,111,95,93,99,108,97,114,104
Nc1nncc(-c2ccccc2)n1,114,123,109,101,82,110,108,111,110
CCCC1(CC)NC(=O)NC1=O (stereo not given),108,.,107,105,104,107,114,115,117
N/C(=N\C(N)=N\c1nc2ccccc2s1)c1ncc(Cl)cc1Cl,96,108,99,100,89,86,102,98,97
Cc1ccc(-c2nc(SCC(=O)c3ccccc3)nc(Nc3cccc(S(N)(=O)=O)c3)c2C#N)cc1,114,121,101,100,98,97,95,95,102
CCCSc1nnc(-c2c(C)nc3ccc(Br)cn23)o1,94,92,85,93,90,85,83,59,92
COc1cccc(O)c1O,103,108,99,79,99,101,56,38,86
O=C(CCSc1nnc2n(Cc3ccccc3)c(=O)c3c4c(sc3n12)CCCC4)N1CCN(c2ccccc2)CC1,102,102,100,104,100,100,102,97,96
CN(C)Cc1c(O)ccc2ccccc12,105,99,86,90,94,94,81,112,94
Clc1ccc2nc(-c3ccc(-c4ccc(/C=N/NC5=NCCN5)cc4)s3)cn2c1,100,107,87,106,98,95,106,-27*,99
Cc1nn(-c2ccccc2)c(C)c1N=Nc1ccc2oc(=O)ccc2c1,102,109,102,84,95,107,99,89,100

# Just NCI-H460 and NCI/ADR-RES (4 entries from above):
SMILES	NCI-H460	NCI/ADR-RES
O=C(CCSc1nnc2n(Cc3ccccc3)c(=O)c3c4c(sc3n12)CCCC4)N1CCN(c2ccccc2)CC1	102	96
CN(C)Cc1c(O)ccc2ccccc12	105	94
Clc1ccc2nc(-c3ccc(-c4ccc(/C=N/NC5=NCCN5)cc4)s3)cn2c1	100	99
Cc1nn(-c2ccccc2)c(C)c1N=Nc1ccc2oc(=O)ccc2c1	102	100

# Next results.
SMILES,NCI-H460,COLO 205,HCT-116,NCI-H522,NCI-H322M,NCI-H226,NCI-H23,HCT-15,NCI/ADR-RES
Clc1nc(Cl)c(C2CC(c3ccc4c(c3)OCO4)=NN2c2ccccc2)s1 (stereo not given),104,112,81,.,100,90,90,90,105
Cc1ccc(NC(=O)c2c(C)oc3ccc(O)c(CN4CCCCCC4)c23)cc1,80,104,65,91,98,86,90,83,89
N#Cc1nnn(-c2ccc(S(N)(=O)=O)cc2)c1N,101,95,93,90,102,95,100,100,100
CC1(C)CC(=O)C(CC2C(=O)CC(C)(C)CC2=O)C(=O)C1,102&112,101&115,109&97,98&96,94&101,102&109,104&114,105&109,107&109
O=C(Nc1ccccc1)OCCN1CCOCC1,111,104,96,102,119,105,112,99,114
COc1cccc(-c2nc3sccn3c2-c2ccnc(NCCCNS(=O)(=O)c3c(Cl)cccc3Cl)c2)c1,67,56,53,61,91,52,60,38,30
COc1cc(-c2ccc(N=Nc3c(O)ccc4ccccc34)c(OC)c2)ccc1N=Nc1ccc2c(S(=O)(=O)O)cc(S(=O)(=O)O)c(N)c2c1O,103&95,106&97,85&92,77&95,83&100,104&95,80&93,103&106,96&92
NC(=O)C(=O)NCCCCCCC(=O)Nc1ccccc1,104,115,95,98,106,93,99,96,104
Cc1nc(Nc2nc3ccc(F)cc3s2)nc(-c2ccccc2)c1C(=O)Nc1ncccn1,105,112,96,74,100,100,101,100,.
Nc1cc(S(=O)(=O)O)cc2cccc(S(=O)(=O)O)c12,110,.,115,81,100,107,102,110,110
C(=C\c1cc2ccccc2o1)/c1cc(/C=C/c2cc3ccccc3o2)n(-c2ccccc2)n1,100,113,78,71,94,98,85,94,99
CCCCC(NC(=O)CN1C(=O)/C(=C/C(C)=C/c2ccccc2)SC1=S)C(=O)O (stereo not given),102,119,98,94,103,94,95,108,98
COc1ccc(-c2ccc(/C=N/NC(=O)c3[nH]c4ccc(Br)cc4c3-c3ccccc3)o2)cc1,17,63,18,-44*,70,44,50,26,-23*
COc1cc2c(cc1OC)C(Sc1ccc(Cl)cc1)c1c(nc(N)c(C#N)c1N)O2 (stereo not given),-55*,-66*,-71*,-68*,42,16,-20*,-66*,1.5*
